# Screens (PubChem)
# KAT2A inh: qHTS Assay for Inhibitors of GCN5L2; Histone acetyltransferase KAT2A (Homo sapiens), Q92830; GCN5L2 HAT assay, ThioGlo1 CoA-SH fluorescence; Potency, µM (doses to about 58.9 µM), for the others: top-dose activity change, negative = inhibition, most hits filed as inhibitors; hit rate 0.21% among 390,000; AID 504327, 2011
# Target sequence (Q92830 whole entry, looked up): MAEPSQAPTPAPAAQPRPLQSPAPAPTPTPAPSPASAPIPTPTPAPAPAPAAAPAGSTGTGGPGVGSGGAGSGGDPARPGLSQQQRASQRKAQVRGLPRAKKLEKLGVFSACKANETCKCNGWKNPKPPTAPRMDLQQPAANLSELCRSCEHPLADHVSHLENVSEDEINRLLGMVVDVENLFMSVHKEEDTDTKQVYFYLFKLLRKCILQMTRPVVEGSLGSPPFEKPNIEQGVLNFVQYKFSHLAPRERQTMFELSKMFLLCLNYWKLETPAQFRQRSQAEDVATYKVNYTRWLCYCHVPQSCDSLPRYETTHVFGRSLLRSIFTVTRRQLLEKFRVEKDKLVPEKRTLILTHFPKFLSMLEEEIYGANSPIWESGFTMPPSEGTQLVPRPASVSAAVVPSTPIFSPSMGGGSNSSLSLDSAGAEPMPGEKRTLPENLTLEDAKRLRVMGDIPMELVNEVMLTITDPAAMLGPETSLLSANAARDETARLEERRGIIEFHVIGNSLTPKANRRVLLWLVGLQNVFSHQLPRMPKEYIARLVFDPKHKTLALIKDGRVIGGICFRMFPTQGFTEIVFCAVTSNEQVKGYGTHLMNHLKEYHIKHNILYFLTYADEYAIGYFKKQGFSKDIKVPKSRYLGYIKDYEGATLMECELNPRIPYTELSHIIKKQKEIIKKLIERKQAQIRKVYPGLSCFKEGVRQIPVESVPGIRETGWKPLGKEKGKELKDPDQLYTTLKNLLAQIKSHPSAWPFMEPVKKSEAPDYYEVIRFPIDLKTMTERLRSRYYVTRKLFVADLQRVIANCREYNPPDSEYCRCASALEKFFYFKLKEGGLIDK
#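 Fluorescence readout, Ex340nm/Em540nm: ThioGlo1 (50uM final) reacts with free CoA thiol released as 20nM GCN5L2 acetylates H3(1-25) peptide (75uM) using acetyl-CoA (70uM). Compound and enzyme sat 15 min beforehand; 20 min room-temperature reaction.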
# DT40 TDP1 no CPT: qHTS for Inhibitors of human tyrosyl-DNA phosphodiesterase 1 (TDP1): qHTS in cells in absence of CPT; DT40 Tdp1-/- hTDP1 cells, no CPT, ATP luminescence, 48 h; Potency, µM (titrated, usually from 46.2 µM), for inactives: at the top dose activity change, negative = growth inhibition, hits mostly inhibitors; hit rate 15% among 420,000; AID 686978, 2013; also: nearly all actives have a fitted effect of over 55% in size
#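 Stably hTDP1-transfected Tdp1-null chicken DT40 cells were treated with library compounds minus camptothecin and grown for at least 48 hr at 37 °C, after which cellular ATP was quantified by luminescence.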
# TDP1 cell CPT: qHTS for Inhibitors of human tyrosyl-DNA phosphodiesterase 1 (TDP1): qHTS in cells in presence of CPT; Potency, µM (series often up to 46.2 µM), inactives show at the top dose activity change, negative = growth inhibition, most hits filed as inhibitors; hit rate 12% among 420,000; chicken DT40 Tdp1-/-;hTDP1 cells + 20 nM CPT, ATP luminescence, 48 h; also: nearly all actives have a fitted effect of over 55% in size
#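 Chicken DT40 Tdp1-/- cells stably complemented with human TDP1 were seeded at 400 cells/well in medium containing 20 nM camptothecin, exposed to pin-transferred compounds, and grown at 37 °C for at least 48 hr. Viability was read as ATP luminescence.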
# Starred values were filed as active, the others as inactive; ? = inconclusive; · = no result given; [ ] = remark or other dose. Calls follow the shape of the dose curve; as a rule, active = well fitted curve in the direction sought with a large enough effect; inconclusive = small, poorly fitted or top-dose-only effect, or another doubt; inactive = no such curve, though single readings can be large; an effect the other way counts as inactive or inconclusive. % is scaled to controls: 0 for no effect and ±100 for the full control effect; potency is read from the fitted curve at half-maximal effect.
SMILES,KAT2A inh,DT40 TDP1 no CPT,TDP1 cell CPT
CCn1cc(CN2CCc3c([nH]c4ccccc34)C2c2cccc(O)c2)c(C)n1 (centres undefined),-3%,?,-1%
CCN(CC)CC#CCC(O)(c1ccccc1)C1CCCC1 (centres undefined),-4%,-7%,-13%
Cc1ccc2nc(Nc3ccccc3)cc(C)c2c1,-23%,10µM*,?
COc1ccccc1N1CCN(C(=O)CN(CCc2ccccc2)S(C)(=O)=O)CC1,-18%,10µM*,?
C[C@@H]1CN([C@@H](C)CO)C(=O)CCCn2nncc2CO[C@H]1CN(C)C(=O)c1cc(-c2ccccc2)on1,·,-7%,-9%
CCCOC(=O)c1c(NC(=O)CCCn2nc([N+](=O)[O-])cc2C)sc(C(=O)OC)c1C,-2%,?,-29%
O=S(c1ccccc1O)S(=O)c1ccccc1O (centres undefined),·,5.2µM*,5.8µM*
O=C(NCC(c1ccc(F)cc1)N1CCOCC1)c1ccco1 (centres undefined),-1%,15%,-2%
Cc1nc2c3cc(F)ccc3n(CCN3CCCCC3)c2s1,-6%,7.3µM*,6.5µM*
COc1ccccc1NC(=O)c1cc2c(CO)cnc(C)c2oc1=Nc1cc(OC)c(OC)c(OC)c1,-23%,-11%,1%
Cc1ccc(Cl)c(OCC(=O)Nc2ccccc2N2CCCCC2)c1,-7%,?,?
O=C(O)C1(P(=O)(c2ccccc2)c2ccccc2)CCCC1,5%,2%,0%
Oc1ccc(Nc2nc(N3CCCC3)c3ccccc3n2)cc1,-6%,21µM*,26µM*
COc1ccc(-c2noc(CN(C)C3CCOCC3)n2)cc1,0%,-18%,-15%
Cc1ccc(C)c(N2CCN(c3ccc(NC(=O)c4cccs4)cc3C(=O)O)CC2)c1,-4%,?,-23%
CC(C)OCC(O)CN (centres undefined),-13%,-11%,-6%
CC1(C)Cc2c(cnn2-c2ccc(F)cc2)C(NC(=O)c2ccc(=O)oc2)C1 (centres undefined),?,?,?
Cc1oc2cc3oc(=O)c(CC(=O)NCC(=O)N[C@@H](C(=O)O)c4ccccc4)c(C)c3cc2c1C,-27%,5%,3%
CSCCC(NC(=O)c1cccc(C)c1)C(=O)O (centres undefined),4%,-9%,-1%
Cc1cc(NC(=O)C(C)SCC(=O)Nc2ccc(C(=O)OC(C)C)cc2)no1 (centres undefined),·,-106%,-97%
CCC(C)NC(=O)c1ccc(NC(=O)C2CCCO2)cc1 (centres undefined),-7%,?,-13%
Cc1nc(C)c(Oc2ccc(Cl)cc2Cl)c(=O)[nH]1,2%,-20%,4%
CCn1c(O)c(/C=N/N=C/c2ccc(OC)cc2)c2cc(C3=NNC(=O)CC3)ccc21,-4%,-1%,1%
CN1CCN(S(=O)(=O)c2cccc3nsnc23)CC1,-5%,3%,0%
CNC(=O)CSc1nnc(COc2ccc(Cl)cc2)n1CCOC,-5%,1%,2%
Cc1ccc(NS(=O)(=O)c2ccc3c(c2)CCCN3C(=O)C2CCC2)c(C)c1,-14%,?,?
COc1ccc(COC(=O)CCNC(=O)c2ccc(Cl)cc2)cc1,1%,3%,9%
Cc1c(C(=O)NCCc2ccc(S(N)(=O)=O)cc2)cccc1[N+](=O)[O-],-7%,-3%,-4%
Cc1oc(-c2ccccc2NC(=O)C2CCCO2)nc1CNC(=O)c1cc(Cl)ccc1F (centres undefined),·,-11%,10%[9.04 µM]
COc1ccccc1-c1nnc(SCc2ccccn2)n1C,3%,8%,9%

# Compound profiles, from the list above. Order of values: KAT2A inh | DT40 TDP1 no CPT | TDP1 cell CPT
# Results for Cc1nc(C)c(Oc2ccc(Cl)cc2Cl)c(=O)[nH]1 = 2% | -20% | 4%
# Results for CN1CCN(S(=O)(=O)c2cccc3nsnc23)CC1 = -5% | 3% | 0%
# Results for CC1(C)Cc2c(cnn2-c2ccc(F)cc2)C(NC(=O)c2ccc(=O)oc2)C1 (centres undefined) = ? | ? | ?
# Results for COc1ccc(COC(=O)CCNC(=O)c2ccc(Cl)cc2)cc1 = 1% | 3% | 9%
# Results for O=C(O)C1(P(=O)(c2ccccc2)c2ccccc2)CCCC1 = 5% | 2% | 0%

# Later entries.
SMILES,KAT2A inh,DT40 TDP1 no CPT,TDP1 cell CPT
CCOC(=O)c1c(C)[nH]c2cc(Br)c(O)cc12,-7%,-9%,?
Fc1ccc(C2CCCN2Cc2nc(-c3cnccn3)no2)cc1 (centres undefined),-1%,?,-24%
Cc1ccc(-n2c(=S)[nH]c3[nH]ncc3c2=O)cc1,0%,2%,-4%
CC(=O)NN1C(=O)/C(=C\c2ccc(Cl)cc2)SC1=S,-6%,?,?
CCN(C(=O)COC(=O)C1CCN(S(=O)(=O)c2ccc3c(c2)OCCO3)CC1)C1CCCCC1,-29%,-1%,16%
CCCCCCCCCn1c2c(c(=N)c3c1CCC3)CCC2,1%,0.018µM*,0.058µM*
O=C(COC(=O)c1ccc(F)c(S(=O)(=O)N2CCOCC2)c1)NCc1ccc(Cl)cc1,-3%,1%,-19%
CCCCn1c(N)c(N(CC(C)C)C(=O)c2ccc(-c3ccc(C(C)=O)cc3)o2)c(=O)[nH]c1=O,-7%,-23%,-12%
Cn1c(NCc2cccnc2)nc2cc(-c3cccc(C(F)(F)F)c3)sc2c1=O,·,?,?
N/C(CC(=O)Nc1cc(C(F)(F)F)ccc1Cl)=N\O,1%,-10%,-5%
Oc1ccccc1C1=NCCNC(C(F)(F)C(F)F)=C1,-1%,-1%,-12%
Cc1ccc(C)c(OCC(=O)Nc2ccccc2C(=O)NC2CC2)c1,-4%,-1%,-14%
CN(C)S(=O)(=O)c1ccc(NC(=O)CN2CCCC2c2ccc3c(c2)OCCCO3)cc1 (centres undefined),-7%,?,?
N#Cc1cccc(NC(=O)C2CCN(c3cnccn3)CC2)c1,-11%,-15%,-3%
CC(C)Cc1ccccc1S(N)(=O)=O,-12%,-7%,-7%
Cc1ccc[n+](-c2nc3ccccc3nc2[N-]S(=O)(=O)c2ccccc2)c1,4%,-2%,-11%
Cc1cc(NC(=O)c2ccc3c(c2)OCCO3)ccc1NC(=O)c1cc2ccccc2o1,1%,4.6µM*,5.8µM*
COc1cccc(-c2ccc3c(N)c(C(=O)Nc4ccc(Cl)cc4F)sc3n2)c1,-11%,?,-24%
Cc1cc(NC(=O)COC(=O)CCNS(=O)(=O)c2c(Cl)cccc2Cl)no1,2%,-15%,-14%
Cc1ccc2c(=O)c(C(=O)c3ccc(F)cc3)cn(CC(=O)NC3CCCCC3)c2n1,4%,-12%,-18%
COCCNC(=O)NC12CC3(C)CC(C)(CC(C)(C3)C1)C2,-7%,?,?
c1ccc(COc2cccc(CN3CCN(c4ccccn4)CC3)c2)cc1,·,-19%,-21%
Cc1ccc(S(=O)(=O)N2Cc3ccccc3CC2C(=O)Nc2ccc3c(c2)OCO3)cc1 (centres undefined),-20%,-26%,-5%
CC1=C(C(=O)OCc2ccccc2)C(c2cccc(Cl)c2Cl)NC(=O)N1CCCCCC(=O)O (centres undefined),-9%,-3%,-18%
CCS(=O)(=O)Nc1cc(C(=O)N2C[C@@H](C)O[C@@H](C)C2)c2c(c1)nc(-c1ccccc1)n2C,·,-3%,1%
CC(=O)Nc1ccc(OS(=O)(=O)c2c(C)cc(C)cc2C)cc1,-4%,?,?
C[C@H](CO)N1C[C@H](C)[C@@H](CN(C)S(=O)(=O)c2cccs2)Oc2c(NC(=O)C3CC3)cccc2C1=O,2%,9%,8%
CCOC(=O)c1c(C)nc(C)c(C(=O)OCC)c1-c1cccc(N)c1,-6%,?,-10%
Cc1occc1C(=O)Nc1ccc(OCc2ccccc2)cc1,-3%,16µM*,-14%
CCN(c1ccccc1)S(=O)(=O)c1ccc(C(=O)NNC(=O)c2ccccc2F)cc1,-7%,-14%,-20%
COc1ccc(NC2CC(=O)N(C(C)C)C2=O)cc1 (centres undefined),-24%,0%,6%
CC(=NNC(=S)N1CCCCC1)c1cccc(C)n1,·,0.018µM*,0.0092µM*
CN(C)n1cccc1/C=C(\C#N)S(=O)(=O)c1ccc(Cl)cc1,-6%,?,-8%
CCc1nnc(NC(=O)CSc2nnc(-c3ccc(OC)cc3)n2C)s1,-4%,-13%,-14%
Cc1cc(C)cc(NC(=O)Cn2c(=O)n(Cc3ccc4c(c3)OCO4)c(=O)c3oc4ccccc4c32)c1,1%,?,?
CC(C)CC(=O)Nc1nnc(SCC(=O)Nc2nccs2)s1,1%,0%,-8%
CCCNC(=O)c1cccc(COCC(F)(F)C(F)F)c1,-8%,-18%,-10%
CN1C(=O)NC(c2cccc(F)c2)C2=C1CC(C)(C)CC2=O (centres undefined),18%,14%,1%
CC1=C(C(=O)OC2CCCC2)C(c2ccccc2C(F)(F)F)CC(=O)N1 (centres undefined),-7%,15µM*,18µM*
Cc1ccccc1NC(=O)CSc1nnc(CNC(=O)c2ccc3c(c2)OCO3)n1C,-5%,0%,9%
S=C(NCCCN1CCOCC1)N1CCOCC1,1%,-7%,-3%
COc1ccc(S(=O)(=O)N2CCCCCC2)cc1C(=O)NCCOc1ccc(C)cc1,-7%,?,?
CCc1nc2ccc(C(=O)N(C)CCN(C)C)cn2c1N(CC)CCOC,·,-1%,5%
Cc1sc2nc(C3CC3)nc(N3CCN(C(=O)c4ccccc4F)CC3)c2c1C,-10%,?,?
Cc1nn(CCC(=O)Nc2cc(F)ccc2F)c(=O)c2nn(-c3ccccc3)c(C)c12,-10%,?,?

# 5 entries drawn at random from the list so far:
SMILES,KAT2A inh,DT40 TDP1 no CPT,TDP1 cell CPT
Cc1ccc(NS(=O)(=O)c2ccc3c(c2)CCCN3C(=O)C2CCC2)c(C)c1,-14%,?,?
COc1ccc(COC(=O)CCNC(=O)c2ccc(Cl)cc2)cc1,1%,3%,9%
CNC(=O)CSc1nnc(COc2ccc(Cl)cc2)n1CCOC,-5%,1%,2%
Cc1ccc(Cl)c(OCC(=O)Nc2ccccc2N2CCCCC2)c1,-7%,?,?
CN1CCN(S(=O)(=O)c2cccc3nsnc23)CC1,-5%,3%,0%

# (list continues)
SMILES,KAT2A inh,DT40 TDP1 no CPT,TDP1 cell CPT
O=C(NCCc1ccccc1F)C1CCCN1S(=O)(=O)c1ccccc1 (centres undefined),0%,-22%,-17%
Cc1ccccc1C(=O)N1CCN(S(=O)(=O)c2ccccc2)CC1,-1%,-5%,3%
CCn1c(=N)c(C(=O)NCC2CCCO2)cc2c(=O)n3cc(C)ccc3nc21 (centres undefined),-8%,-1%,-2%
CCOc1ccccc1NC(=O)Cc1cccs1,-12%,-17%,0%
CC(C)[C@H](NC(=O)c1ccccc1)C(=O)OCC(=O)Nc1sccc1C(N)=O,3%,?,-13%
CCCc1cc(=O)oc2cc(OCC(=O)N3CCN(C(=O)C4COc5ccccc5O4)CC3)ccc12 (centres undefined),-27%,5.8µM*,?
O=C(COc1ccc(CNC[C@H]2O[C@@H](n3ccc(=O)[nH]c3=O)[C@H](O)[C@@H]2O)cc1)Nc1ccccn1,·,9%,0%
CC1(C)CC(=O)C2=C(C1)N(CC1CCCO1)C(=O)NC2(C(F)(F)F)C(F)(F)F (centres undefined),1%,-6%,0%
CCOc1ccc2[nH]c(=O)c(CN(Cc3ccco3)C(=O)c3cccc(F)c3)cc2c1,-5%,23µM*,?
C[C@H]1CN(c2ccccc2)C(=O)[C@@H]1CC(=O)Nc1ccccc1,·,-27%,7%
Cc1ccc(-c2nnc(Nc3ccc(F)cc3)c3ccccc23)cc1S(=O)(=O)N1CCN(C)CC1,-3%,?,?
CN1CCN(S(=O)(=O)c2ccc3c(c2)CC(=O)N3C)CC1,-2%,3%,5%
CCOC(=O)COc1ccc(Br)cc1/C=C/c1[nH]c(=O)[nH]c(=O)c1[N+](=O)[O-],?,?,-3%
COCCS(=O)(=O)N(Cc1ccc(Br)cc1)[C@@H](C)C(=O)OC,-2%,-27%,-17%
Cc1ccc(OCCC(=O)Nc2ccc(S(=O)(=O)Nc3cc(C)nc(C)n3)cc2)cc1,-2%,7%,-8%
O=C(O)CCCC(=O)NNc1nc(-c2ccccc2)c2cc(Cl)ccc2n1,3%,0%,-2%
CCCCCCCCNC(=O)c1cccnc1SCC(=O)Nc1ccc(OC)cc1OC,-3%,21µM*,-26%
O=S(=O)(Cc1ccccc1)CS(=O)(=O)Cc1ccccc1,·,-16%,21%
CCCCCc1n[nH]c2c1CCCC2,-4%,-24%,0%
Cc1ccc(C(=O)CN(C(=O)c2ccc(Cl)c(Cl)c2)N2C(=O)C3C4C=CC(C4)C3C2=O)cc1 (centres undefined),-5%,?,?

# This is a subset; the hit share may differ from the screen's.
